# Assay outcomes: PubChem BioAssay, Small Molecule Screening Facility, UW Madison
# PriA SSB inh – inhibitors of Klebsiella pneumoniae PriA binding to SSB C-terminal tail | AlphaScreen SSBct-PriA binding, biotinylated peptide | AID 1272365 | inhibition, % at 33 µM | 430,000 tested, 0.6% active; in the data active = inhibition mostly above about 37%, no sharp cut-off; inactive = mostly below about 20%;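 also: plate controls were negative control peptide for no effect and reference peptide for full effect; strong numbers were not always called active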
# Active calls of the source: *; & = joins results of further samples. These rows are one share of the data, so the mix of outcomes need not match the whole.
SMILES,PriA SSB inh
CCOC(=O)c1[nH]c(C)c(C(O)=C2C(=O)C(=O)N(CCN(C)C)C2c2ccncc2)c1C (stereo not given),-9.7
O=C(NCC1CCN(c2ncccn2)CC1)c1ccc(Cl)s1,-19.0
Cc1ccc(CC(=O)Nc2ccc3nc(C)sc3c2)c(C)c1,-5.0
Cc1ccc(CC(=O)Nc2nc3ccc(S(N)(=O)=O)cc3s2)c(C)c1,2.0
CC(=NNS(=O)(=O)c1cccc([N+](=O)[O-])c1)c1cc2ccccc2o1,-5.0
NC(=O)c1csc(N)n1,-15.0
Cn1cc(S(=O)(=O)NCc2ccsc2)cn1,0.0
Cc1cc(NC(=O)c2nccnc2-c2nc3ccccc3s2)no1,-20.0
Cc1nc2ccccn2c1C(=O)N1CC(n2cc(-c3ccccc3)nn2)C1,1.0
Cn1cc(S(=O)(=O)N2CCCN(S(=O)(=O)c3ccc(Cl)s3)CC2)cn1,15.0
Cc1ccc(NC(c2ccc(O)cc2)P(=O)(c2ccccc2)c2ccccc2)cc1 (stereo not given),19.0
COc1cc(C=NN2C(C)CCCC2C)cc(Br)c1O (stereo not given),-0.2
COc1ccc(S(=O)(=O)NC[C@H](OC)c2ccsc2)cc1Cl,-18.0
O=S(=O)(c1ccc(F)c(Cl)c1)N1CCN(c2ccc(-c3cccs3)nn2)CC1,-18.0
Cc1ccc2nc(C)cc(C(=O)NN=Cc3ccncc3)c2c1,-13.6
CCOC(=O)CC(=O)Nc1nc(C23CC4CC(CC(C4)C2)C3)cs1,-15.0
Cc1nn(Cc2ccccc2)c(=O)c2c1cnn2C(C)(C)C,-24.0
O=C(NCCN1CCN(c2ccc(F)cc2)CC1)c1cc2ccccc2oc1=O,-2.0
CC(=O)C=C(C)Nc1ccc(-c2cnc(-c3ccccc3)o2)cc1,-18.2
O=C(NCC(c1ccco1)N1CCc2ccccc21)C(=O)Nc1ccc(F)c(Cl)c1 (stereo not given),3.0
COc1nn(C)cc1C(=O)N1CCN(c2ccccc2F)CC1,-1.0
O=C(CSc1ncnc2c1cnn2-c1ccc(F)cc1)Nc1ccc(OC(F)(F)F)cc1,-7.0
Cc1ccc(S(=O)(=O)NCC[C@H](O)C2CCOCC2)s1,-7.0
CC(=O)N1c2ccc(S(=O)(=O)N3CCc4ccccc43)cc2C[C@@H]1C,-6.0

# Two entries from above in another layout.
SMILES: CC(=O)C=C(C)Nc1ccc(-c2cnc(-c3ccccc3)o2)cc1
  PriA SSB inh = -18.2

SMILES: O=C(NCC(c1ccco1)N1CCc2ccccc21)C(=O)Nc1ccc(F)c(Cl)c1 (stereo not given)
  PriA SSB inh = 3.0

# Remaining list, next part
SMILES,PriA SSB inh
COC(=O)N1CCC(CNS(=O)(=O)c2cc(OC)ccc2OC)CC1,-6.0
Cc1ccc(N2CC(C(=O)N3CCN(c4cc(N5CCCC5)ncn4)CC3)CC2=O)cc1C (stereo not given),-14.0
C[C@@H](Cc1ccco1)NS(=O)(=O)CCN1C(=O)CCCC1=O,-9.0
O=C(NCc1cnn2c1CCCC2)c1ccc(-n2cccc2)cc1,9.0
CCOc1ccccc1NC(=O)N1CCN(C(=O)c2cnn3ccccc23)CC1,0.0
COc1cccc(C=NNC(=O)c2cccc3ccccc23)c1,4.6
O=C(NCCCn1nc(-c2ccccc2)ccc1=O)c1ccc(C(F)(F)F)cc1,-13.0
Cc1ncn(CC(=O)NCc2cncc(-c3ccsc3)c2)c(=O)c1C,-8.0
O=c1oc2ccc(O)cc2s1,5.0
CN(CC(=O)N1CCCC(Cc2nc(-c3cnccn3)no2)C1)S(C)(=O)=O (stereo not given),-12.0
CCOC(=O)N1CCc2c(sc(NC(=O)c3ccc(Br)s3)c2-c2nc3ccccc3s2)C1,-2.0
NC(=NOC(=O)CCc1ccccc1)c1cccc(Br)c1,-131.6
CC(Nc1ccc(Cl)cc1)=C1CCOC1=O,4.7
Cc1cccc(CC(=O)N(CCn2cccn2)c2nc3c(C(F)(F)F)cccc3s2)c1,-21.0
CC1CCCC(C)N1N=Cc1ccc(C#N)cc1 (stereo not given),19.8
CCOc1ccc2ccccc2c1C(=O)Nc1c2c(nn1-c1ccc(F)cc1)C[S@@](=O)C2,-7.0
CCCS(=O)(=O)NC[C@H](OC)c1ccccc1OC,-20.0
O=C(CCC1CCCCC1)N1CCN(CCO)CC1,-11.0
C=C(CN)c1nc2ccccc2[nH]1,5.0
COc1ccc(Cc2cnc(NC(=O)CCc3ccc(-c4ccc(C)cc4)o3)s2)cc1,5.0
O=C(CNC(=O)c1ccccc1)NN=Cc1ccc([N+](=O)[O-])o1,-3.2
CCCN1CCC2(CC1)Oc1c(OC)cccc1C1CC(c3cccs3)=NN12 (stereo not given),10.0
CC1=C/C(=N/OC(=O)Cc2ccccc2)C(C)=CC1=O,0.0
CCOc1ccccc1C(=O)NN=Cc1c[nH]c2ccccc12,-17.3
CN1C(=O)Cc2cc(NS(C)(=O)=O)ccc21,-8.0
CCOc1ccccc1NC(=O)CSc1ccc2nnc(-c3cccs3)n2n1,13.0
O=S(=O)(Nc1ccccn1)c1ccc2c(c1)Cc1cc(S(=O)(=O)Nc3ccccn3)ccc1-2,-14.0
C=CCn1c(N=Cc2ccc(N(C)C)cc2)nc2ccccc21,17.3
CC(=NO)C(C)(C)Nc1cccc(Br)c1,-15.4
O=C(NC[C@H]1CCCN1c1nc2ccccc2o1)c1cc(-c2ccc(F)cc2)c[nH]1,-6.0
O=C(Cn1cc(S(=O)(=O)c2ccccc2)c(=O)c2cc(F)ccc21)Nc1ccc2c(c1)OCCO2,6.0
CC1(C)CC(C(=O)O)(C(=O)O)C1,-10.0
CC1(C)CC(=O)C2=C(C1)OC(N=CN1CCCC1)=C(C#N)C2c1ccccc1 (stereo not given),-4.9
CCc1ccc(S(=O)(=O)NC2CNC(=O)C2)s1 (stereo not given),-9.0
CSc1cccc(NC(=O)CSc2cc(N3CCSCC3)ncn2)c1,2.0
COC(C)(CNC(=O)c1cn(C)nn1)c1ccccc1F (stereo not given),-17.0
CCNc1cc(C)nc(N2CCN(C(=O)c3ccccc3Br)CC2)n1,-15.0
Cc1sc2nc(C)n(N)c(=O)c2c1-c1ccc(Cl)cc1,-19.0
CC(=O)c1cccc(NC(=O)Cn2nc(-c3ccco3)c3sc(N4CCCC4)nc3c2=O)c1,4.0
COc1ccccc1CNC(=O)CCn1cnc2c([nH]c3ccc(Br)cc32)c1=O,-6.0
Cc1ccc(NC(=O)[C@H]2CCCN(c3ccc(-n4cncn4)nn3)C2)c(Br)c1,-15.0
COCCCn1c(=C(C#N)C(N)=O)sc(=Cc2ccccc2OC(F)F)c1=O,-7.7
Cc1ccc(C)c(Cn2cnc3cc(C)c(C)cc32)c1,-12.0
O=C(c1noc2c1CCCC2)N1CC[C@H](Oc2cccnn2)C1,-20.0
COc1ccccc1N1CCN(C(=O)c2nn(-c3ccccc3C)c(=O)cc2OC)CC1,-14.0
Cc1cc(=O)n2c(-c3ccc(NC(=O)NCc4ccccc4)cc3)csc2n1,-7.0
COC(=O)c1ccc(CSc2nnc(-c3ccccc3)c3sc(C)nc23)o1,-13.0
COc1ccc(CCS(=O)(=O)NCC2CCN(Cc3ccccc3)CC2)cc1,-10.0

# 6 structures out of the list, ordered by SMILES length, rising:
SMILES,PriA SSB inh
CCNc1cc(C)nc(N2CCN(C(=O)c3ccccc3Br)CC2)n1,-15.0
COc1ccc(CCS(=O)(=O)NCC2CCN(Cc3ccccc3)CC2)cc1,-10.0
COC(=O)c1ccc(CSc2nnc(-c3ccccc3)c3sc(C)nc23)o1,-13.0
Cc1cc(=O)n2c(-c3ccc(NC(=O)NCc4ccccc4)cc3)csc2n1,-7.0
Cc1ccc(NC(=O)[C@H]2CCCN(c3ccc(-n4cncn4)nn3)C2)c(Br)c1,-15.0
CC(=O)c1cccc(NC(=O)Cn2nc(-c3ccco3)c3sc(N4CCCC4)nc3c2=O)c1,4.0

# (listing goes on)
SMILES,PriA SSB inh
Nc1sccc1-c1nc2ccccc2s1,13.0
Cc1ccc(Nc2nc(N3CCOCC3)nc(N3CCN(c4ccccc4)CC3)n2)cc1,-20.0&1.0
O=C(NCCn1ncc2c(N3CCN(Cc4ccccc4)CC3)ncnc21)c1cccs1,-6.0&6.0
O=C1NCCN1C(=O)NCc1cccnc1-c1cccs1,-4.0
CCS(=O)(=O)N1CCc2ccc(N)cc2C1,2.0
CCS(=O)(=O)c1ccc(-c2ccc(NC(=O)Cc3ccc(F)cc3)cc2)nn1,2.0
CCOC(=O)Cc1csc(NS(=O)(=O)CCOc2ccc(CC)cc2)n1,-7.0
Cc1nc2c(-c3ccccc3)c[nH]n2c(=O)c1C,10.0
COc1cc(C=NNC(=O)c2cccc([N+](=O)[O-])c2)ccc1OCc1ccccc1,-1.6
CC(C)N1CCc2c(sc(NC(=O)CCSc3ccc(F)cc3)c2C(N)=O)C1,6.0&7.0
Cc1cc(NC(=O)c2cc3n(n2)CCCO3)no1,6.0
CSc1nsc(N)n1,-13.0&18.0
Cc1ccc(NS(=O)(=O)c2ccc3ccccc3c2)cc1N1CCCCC1=O,8.0
CN(C)c1nccnc1O[C@H]1CCCN(C(=O)Cc2cccnc2)C1,-11.0
Cc1nc2ccc(NC(=O)c3cccc(F)c3)cc2c(=O)n1-c1ccc(Cl)cc1,-4.0
O=C(CCCNS(=O)(=O)c1ccc(Cl)cc1)N1CCN(c2ccccn2)CC1,-1.0&0.0
CSc1cccc2sc(NC(=O)C3CC3)nc12,-4.0
O=C(c1cnn(-c2ccccc2)n1)N1CCCC(c2nnc(-c3ccsc3)o2)C1 (stereo not given),-18.0
CN(C)C(=S)Nc1ccc2nc(-c3ccccn3)c(-c3ccccn3)nc2c1,34.6
O=C(c1ccccc1Cl)N1CCN(c2ccc(-c3ccccn3)nn2)CC1,147.0*
CS(=O)(=O)N1CCC(C(=O)Nc2nc3ccc(S(N)(=O)=O)cc3s2)CC1,-21.0
O=C(Cc1ccc(F)cc1)Nc1ccc(-c2nc3ccccc3[nH]2)cc1,1.0
Cc1noc(C)c1S(=O)(=O)NCC1CCN(c2nccnc2C#N)CC1,-15.0
Cc1ccc(Cl)cc1-n1ncc2c1ncn1c(-c3cccnc3)nnc21,4.0
CC(C)CCNC(=O)Cc1csc(Nc2cccc(Cl)c2)n1,10.0
COc1ccc(CCNC(=O)CCn2c(=S)[nH]c3cc4c(cc3c2=O)OCO4)cc1OC,-24.0
COc1ccc2nc(Cl)c(C=NNc3ccccn3)cc2c1,-4.9
Cc1ccc(N2CC(c3nc(-c4ccc(Cl)cc4)no3)CC2=O)cc1 (stereo not given),-24.0
COCC(=O)N1CCN(Cc2nc3ccccc3[nH]2)CC1,-8.0
O=S(=O)(/C=C/c1ccccc1)N[C@H]1CCN(c2ccc(C(F)(F)F)cn2)C1,-12.0
CN(C)c1ccc(CCNS(=O)(=O)c2ccc3c(c2)CCCC3)cc1,0.0
CN(C)c1ccc(CCNC(=O)c2ccc(F)c(F)c2)cc1,-3.0
CCOC(=O)c1ccc(NC(=O)CSc2nccn2-c2cccc(Cl)c2)cc1,-8.0
Cc1c(C(=O)O)oc2c1[C@@H](O)CCC2,-9.0
Cc1nccn1-c1ncc(NC(=O)c2cnccn2)cn1,-8.0
Cc1ccc(NC(=O)CSc2nnc(-c3ccccn3)n2Cc2ccco2)cc1,46.9
O=C(c1ccc(Cl)cc1)N1CCN(c2ccc3nncn3n2)CC1,-6.0
CN1CC(NC(=O)c2csc(-c3ccccc3)n2)CC1=O (stereo not given),-17.0
CC(CCc1ccco1)=NNC(=O)CNc1cccc2ccccc12,24.3
O=C(Nc1ccc2c(c1)C(=O)NC2=O)c1cccc(Oc2ccccc2)c1,-1.0
CC(=O)Nc1ccc(OCC(O)CN(c2ccc(C)cc2)S(C)(=O)=O)cc1 (stereo not given),-18.0
Cc1cc(CNS(=O)(=O)c2c(C)noc2C)nc(N(C)C)n1,-2.0
COc1ccc(-c2c[n+](CC(=O)c3ccc(Cl)cc3)c3n2CCCCC3)cc1,7.0
Cc1c(C(=O)N2CCN(C(=O)c3cnn4ccccc34)CC2)cnn1-c1ccccc1,-10.0
CC(=O)Nc1cccc(C(C)=NNc2ccc(S(=O)(=O)Nc3ccccc3C(=O)O)cc2[N+](=O)[O-])c1,12.0
NC(=NOC(=O)CCCc1ccccc1)c1cccc([N+](=O)[O-])c1,7.9
Cc1nc(-c2cccc(NC(=O)CN(C)c3nc4ccccc4s3)c2)cs1,10.0
O=C(Cn1c(-c2cccnc2)nc2ccccc21)Nc1cccc(F)c1,4.0
COc1cccc2sc(OC3CN(C(=O)c4ccc(=O)n(C)n4)C3)nc12,-11.0
CCOC(=O)N1CCN([C@H](c2ccccc2F)C2Sc3nc(-c4ccco4)nn3C2=O)CC1 (stereo not given in full),-3.0
CN(C)c1ccc(CCNS(=O)(=O)c2ccc(Cl)cc2)cc1,21.0
CC1=C(C)CC2C(=O)C(c3ccc(C(C)C)cc3)=CC(=O)C2C1 (stereo not given),-2.0
COc1ccccc1-c1noc(C2CN(S(=O)(=O)c3cccc(C(C)=O)c3)C2)n1,-11.0
COc1nn(C)cc1C(=O)N1CCC[C@H](Cc2nc(-c3ccccc3C)no2)C1,-15.0
CCOc1cn(-c2ccc(F)cc2)nc1C(=O)N1CCN(C(=O)c2ccco2)CC1,5.0
Cc1cccc(NC(=O)C(C)(C)n2nc(-c3ccccc3)ccc2=O)n1,-5.0
O=C(NN=Cc1ccc(C(=O)O)cc1)C1=NNC(c2ccccc2)(c2ccccc2)C1,4.4
CC(=O)Nc1ccc(CC(=O)NCCCc2cnc3cc(C)nn3c2)cc1,-9.0
O=C(Nc1ccc(S(=O)(=O)Nc2nccs2)cc1)c1coc(NC(=O)C2CC2)n1,1.0

# 5 entries picked at random from those above, as already listed:
SMILES,PriA SSB inh
COc1ccccc1-c1noc(C2CN(S(=O)(=O)c3cccc(C(C)=O)c3)C2)n1,-11.0
CC1=C(C)CC2C(=O)C(c3ccc(C(C)C)cc3)=CC(=O)C2C1 (stereo not given),-2.0
O=C(Nc1ccc(S(=O)(=O)Nc2nccs2)cc1)c1coc(NC(=O)C2CC2)n1,1.0
CCOc1cn(-c2ccc(F)cc2)nc1C(=O)N1CCN(C(=O)c2ccco2)CC1,5.0
CC(=O)Nc1ccc(CC(=O)NCCCc2cnc3cc(C)nn3c2)cc1,-9.0
